Screens as filed in PubChem BioAssay.
M4 ag: agonists of human muscarinic M4 receptor (CHRM4). AID 624127. activation, % at 3 µM. 360,000 compounds, 0.14% hits. P08173. CHO-K1 hM4/Gqi5, Fluo-8 calcium fluorescence; vehicle 0%, full acetylcholine response 100%;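 active = activation above the run mean over all test wells plus 3 SD, cut at about 32% in these data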;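 also: peak over basal fluorescence ratio per well then scaled between controls; 0% = DMSO wells and 100% = acetylcholine at EC100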
Target sequence (P08173 whole entry, looked up): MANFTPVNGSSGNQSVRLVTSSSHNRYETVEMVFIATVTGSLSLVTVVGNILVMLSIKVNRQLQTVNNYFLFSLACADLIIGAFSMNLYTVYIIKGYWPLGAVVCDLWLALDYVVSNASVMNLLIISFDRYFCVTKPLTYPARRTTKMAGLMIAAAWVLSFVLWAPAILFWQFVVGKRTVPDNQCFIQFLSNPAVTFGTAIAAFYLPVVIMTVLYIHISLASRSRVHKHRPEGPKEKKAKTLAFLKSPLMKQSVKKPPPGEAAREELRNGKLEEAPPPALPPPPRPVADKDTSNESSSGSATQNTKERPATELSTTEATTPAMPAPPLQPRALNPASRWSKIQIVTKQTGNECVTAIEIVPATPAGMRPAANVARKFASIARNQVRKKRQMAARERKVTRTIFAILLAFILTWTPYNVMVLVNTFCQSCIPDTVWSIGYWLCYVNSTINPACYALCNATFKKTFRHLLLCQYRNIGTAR
M5 ag: agonists of human muscarinic M5 receptor (CHRM5) | AID 624037 | activation, % at 3 µM | CHO-K1 hM5 cells, Fluo-8 calcium fluorescence; 0% DMSO wells, 100% maximal acetylcholine response | 360,000 compounds, 0.19% hits;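 active = activation above the run's mean over test compounds plus 3 SD, cut at about 23% in these data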;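 also: signal is peak over basal fluorescence ratio across the kinetic read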
Target sequence (P08912 whole entry, looked up): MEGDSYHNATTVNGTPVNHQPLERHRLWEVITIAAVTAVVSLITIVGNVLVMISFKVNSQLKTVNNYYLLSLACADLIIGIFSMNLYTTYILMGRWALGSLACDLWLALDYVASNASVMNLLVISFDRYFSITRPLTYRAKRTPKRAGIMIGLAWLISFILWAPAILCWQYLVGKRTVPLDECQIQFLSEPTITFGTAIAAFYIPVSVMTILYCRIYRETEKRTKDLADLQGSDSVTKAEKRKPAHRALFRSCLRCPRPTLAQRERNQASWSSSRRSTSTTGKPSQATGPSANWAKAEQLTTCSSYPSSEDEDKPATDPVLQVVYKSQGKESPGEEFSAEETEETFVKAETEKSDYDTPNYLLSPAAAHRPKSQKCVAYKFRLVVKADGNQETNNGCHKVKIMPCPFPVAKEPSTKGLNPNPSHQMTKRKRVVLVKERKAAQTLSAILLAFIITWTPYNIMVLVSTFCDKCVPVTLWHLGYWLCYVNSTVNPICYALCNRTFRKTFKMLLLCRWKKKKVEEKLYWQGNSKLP
CHRM5 PAM: positive allosteric modulators of human muscarinic M5 receptor | P08912 | CHO-K1 hM5, Fluo-8 calcium, ACh EC20 PAM; 0% = ACh EC20, 100% = ACh EC100 | activation, % at 3 µM | 360,000 compounds, 0.3% hits;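 active = activation above the run cutoff, the mean activation of all test compounds plus 3 SD, cut at about 18% in these data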
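Probe or stimulus: acetylcholine, EC20 level; Assay system: human M5 receptor in CHO-K1 cells; Schedule: compound preincubation 140 s before EC20 acetylcholine addition; Technique: intracellular calcium via Fluo-8 fluorescence; Dosing: single-point, 3 µM nominal; Read-out basis: percent activation from peak-over-basal fluorescence ratio, scaled EC20-to-EC100 acetylcholine; Repeats: one well per compound, no replicates.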
CHRM5 antagonist: CHRM5 antagonism in calcium assay; P08912; CHO-hM5 cells, Fluo-8 calcium fluorescence, ACh EC80; inhibition, % at 3 µM; 360,000 compounds, 0.59% hits; AID 624040;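 active = inhibition above a per-plate cutoff, the mean of that plate's test compounds plus 3 SD, cut at about 27% in these data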;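 also: 0% = acetylcholine EC80 with DMSO and 100% = DMSO without agonist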
CHRM1 antagonist: blocks human M1 muscarinic receptor; AID 588852; P11229; CHO-K1 hM1, Fluo-8 calcium fluorescence, ACh EC80 antagonist; inhibition, % at 3 µM; 360,000 compounds, 1.3% hits;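 active = percent inhibition above its own plate's cutoff, namely the mean of that plate's compound wells plus 3 SD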;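 also: peak over basal fluorescence ratio during 140 s after agonist addition; 0% = ACh EC80 plus DMSO and 100% = DMSO alone without agonist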
CRFBP-R2 agonist: agonists of human CRF-binding protein/CRF-R2 receptor complex; HEK293 CRF-R2/CRF-BP, calcium dye fluorescence (FLIPR); percent of saturating CRF peptide response; activation, % at 13.2 µM; 350,000 compounds, 0.46% hits; AID 588473;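 active = activation of at least 50%, plus an integration ratio under a set limit after plate pattern correction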;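 also: plate controls were neutral control wells without compound for no effect and CRF at EC100 for full effect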
M4 antag: antagonists of human muscarinic M4 receptor (CHRM4). P08173. CHO-hM4 cells, ACh EC80, Fluo-8 calcium fluorescence. inhibition, % at 3 µM. 360,000 compounds, 0.73% hits;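 active = inhibition above its plate's cutoff, the mean inhibition of sample wells plus 3 SD, cut at about 27% in these data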;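 also: 0% = acetylcholine EC80 with DMSO and 100% = DMSO without agonist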
M4 PAM: CHRM4 positive allosteric modulation. P08173. CHO-K1 hM4/Gqi5, Fluo-8 calcium fluorescence, ACh EC20; 0% = ACh EC20, 100% = maximal ACh. activation, % at 3 µM. 360,000 compounds, 0.4% hits;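 active = activation above its plate's cutoff, the mean activation of sample wells plus 3 SD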; also: some results filed as inactive read as strong as hits
CHRM1 PAM: positive allosteric modulators of human M1 muscarinic receptor | CHO-K1 hM1, Fluo-8 calcium fluorescence, ACh EC20; 0% = ACh EC20, 100% = maximal ACh | P11229 | activation, % at 3 µM | 360,000 compounds, 0.088% hits; in the data active = activation above about 19%, passing the limit was not always enough
Numbers without * were called inactive; nt = not tested or not shown. Only part of the results is shown; rates above refer to the full screens.

SMILES	M4 ag	M5 ag	CHRM5 PAM	CHRM5 antagonist	CHRM1 antagonist	CRFBP-R2 agonist	M4 antag	M4 PAM	CHRM1 PAM
CCOC(=O)[C@]12Cc3c(cc(OC)c(OC)c3OC)[C@H]1N(C1CCCCC1)C(=O)c1ccccc12	-1	12	12	6	nt	nt	9	0	nt
O=C(Nc1ccccc1)c1cccn(Cc2ccccc2)c1=O	11	0	-7	11	-3	-2.5	4	4	10
O=c1cccc2n1CC1CC2CN(Cc2cccc(Cl)c2Cl)C1 (configuration not stated)	2	-2	16	-18	-7	-0.2	2	4	7
CC(C)Oc1ccc(CCN)cc1Cl	2	0	2	1	1	0.4	6	-6	5
CC(=O)Nc1ccccc1C(=O)OCC(=O)c1ccc2ccccc2c1	12	0	-18	22	8	3.5	4	-16	-4
C=CCn1c(O)c(C=Nc2ccc(N(CC)CC)cc2)c(=O)[nH]c1=O	4	1	-1	2	-1	10	-3	2	-2
CC(C)(C)n1nnnc1C(CCc1ccccc1)N1CCC2(CC1)C(=O)NCN2c1ccccc1 (configuration not stated)	6	7	-2	0	-33	nt	-4	-4	-1
c1ccc(C2CN3CCC2CC3)cc1 (configuration not stated)	0	-18	-18	6	41*	3.3	11	-13	-13
c1ccc2c(c1)CSc1ccccc1C2C1=NCCN1 (configuration not stated)	1	-8	-8	7	-15	-0.3	-12	9	-4
O=C(O)[C@H]1NC[C@H]2C[C@H]21	1	-3	-5	-9	2	-1.0	-5	12	0
CCCCCn1c(=O)c(C(=O)NCc2ccc(Cl)cc2)c(O)c2ccccc21	0	1	1	3	8	-1.0	13	-8	-2
C=CCN1CC[C@]23c4c5ccc(O)c4OC2C(O)CC[C@@]3(O)[C@H]1C5 (some centres not stated)	0	3	-6	-4	1	-0.3	0	-6	1
CCCCCC[N+](=O)[O-]	0	1	0	-3	6	-1.6	-4	-6	-4
CCN(C(=O)COC(=O)c1cc(C)n(C2CC2)c1C)c1ccccc1	3	1	-4	18	1	-1.6	-3	9	-1
COCCO[C@H]1CCC2C3CC=C4C[C@@H](O)CC[C@]4(C)C3CC[C@@]21C (some centres not stated)	1	-2	0	20	-8	-0.5	1	1	1
Cc1ccc(Sc2ccc(C=C3C(=O)N(C)C(=O)N(C)C3=O)o2)cc1	2	0	8	2	0	30	-1	-2	3
CC(=O)N(C)C1=Nc2ccc(Cl)cc2C(c2ccccc2)=[N+]([O-])C1	1	-1	8	-2	-16	5.5	-1	2	10
CCOC(=O)C(O)(c1ccc(NC(=O)Oc2ccccc2)cc1)C(F)(F)F (configuration not stated)	1	0	-1	4	3	-1.8	12	-8	1
CCN(CC)CCCNC(=O)c1c(O)c2ccccc2n(Cc2ccccc2)c1=O	3	-7	9	-10	-1	7.0	-4	9	-10
Nc1ccc(Cl)c(Cl)c1	2	-4	-5	9	-4	0.3	-5	12	5
COc1ccc(OC)c(NC2=NCCCS2)c1	0	-15	0	5	6	-0.6	3	-4	-1
N#Cc1ccc(Cn2cc(C(=O)c3ccco3)c3ccccc32)cc1	6	-11	-28	6	-1	-1.8	1	-9	3
O=c1c2ccccc2nc(CSc2ncnc3nc[nH]c23)n1-c1ccc(Cl)c(Cl)c1	3	-4	-9	-4	-3	-0.6	2	0	2
Cc1cccc(CC(c2cccc(C)c2)N(C)C)c1 (configuration not stated)	1	0	8	-9	-12	-0.3	-13	10	13
COC(=O)C1=CO[C@@H](C)[C@@H]2CN3CC[C@@]4(C(=O)Nc5ccccc54)[C@@H]3C[C@H]12	1	2	-5	8	-8	2.2	-10	9	11
Cc1ncc(CNC(=O)N(CCCl)N=O)c(N)n1	1	1	-3	3	21	-1.9	22	-12	-23
O=C(c1ccccc1)c1ccc(N=Nc2c(O)[nH]c(=O)[nH]c2=O)cc1	4	-4	1	-7	4	-0.8	-5	9	4
NNCc1cccc(O)c1	0	1	-3	2	-16	0.1	-1	0	1
COc1cc(/C=C2\C[C@H]3[C@@H]4CC=C5C[C@@H](N6CCCC6)CC[C@]5(C)[C@H]4CC[C@]3(C)[C@H]2O)cc(OC)c1OC	1	-6	-6	17	26	-0.5	7	-7	-27
Cc1cccc(N2C(=O)NC(=O)/C(=C/c3cc4c(cc3[N+](=O)[O-])OCO4)C2=O)c1	1	-19	3	11	-1	-0.3	-13	1	4
CN(CCc1nnc(N)s1)[N+](=O)[O-]	1	2	1	6	-11	-1.4	-5	4	10
Cc1ccc(-n2c(C)cc(/C=C3\C(=O)NC(=O)N(C)C3=O)c2C)cc1C	0	0	1	5	12	4.2	8	-5	-6
COC(=O)C1=C(c2ccc(-c3ccccc3)c(F)c2)C[C@@H]2CC[C@H]1N2C(=O)NCCOc1ccccc1Cl	3	-2	-1	6	13	3.1	7	3	-8
COc1ccc(C(=O)C2CCCN(CCc3ccccc3)C2)cc1OC (configuration not stated)	1	-3	-7	4	55*	nt	8	-12	-32
CN(C)c1ccc(C=C2C(=O)NC(=S)NC2=O)cc1[N+](=O)[O-]	1	-1	-2	7	-2	-0.8	2	3	6
CC1=CC(C)C(COC(N)=O)(COC(N)=O)C(C)C1 (configuration not stated)	1	0	-1	-5	-44	2.8	2	14	14
CCOC(=O)c1sc(/N=C/c2c(O)n(-c3cccc(C)c3)c(=O)[nH]c2=O)c(C#N)c1C	1	-2	5	-2	-4	27	0	3	6
C[C@@H]1CN([C@H](C)CO)C(=O)CCCn2nncc2CO[C@@H]1CN(C)C(=O)Oc1ccccc1	1	0	-4	5	-6	-2.2	-10	0	2
CCC(=NCc1ccc(F)cc1)c1c(O)n(C)c(=O)n(C)c1=O	11	3	-11	5	8	-2.2	-4	-2	-1
COc1cc(C2c3cc4c(cc3CC3COC(=O)C32)OCO4)cc(OC)c1O (configuration not stated)	1	4	3	6	-5	-5.6	-10	7	4
COc1cc([N+](=O)[O-])c2ncccc2c1[N+](=O)[O-]	1	1	-1	6	5	nt	11	7	7
O=c1c2ccccc2nc(CNc2ccccc2)n1-c1ccccc1	0	1	-4	7	-14	1.1	0	-3	3
CC(C)Cn1cc(C(=O)N2CCC3(CC2)OCCO3)c2c3ccccc3n(C)c2c1=O	15	7	-19	16	20	-2.1	9	-10	-14
Cn1c(=O)cc(OCC(=O)N2CCC3(CC2)OCCO3)c2ccccc21	1	1	-5	3	-1	-0.5	7	-3	6
CC(=O)[C@H]1CCC2C3CC[C@H]4C[C@@H](O)CC[C@]4(C)C3CC[C@@]21C (some centres not stated)	0	0	8	3	-15	7.0	-5	10	10
O=C(O)Cc1cnc[nH]1	0	1	-4	-6	-28	0.1	-12	-1	4
COc1ccc(CCNCc2ccccc2)cc1	1	-4	-4	3	5	-1.2	-3	-4	-4
CCOC(=O)[C@]12Cc3cc(C)ccc3[C@H]1N(C)C(=O)c1cc(OC)ccc12	1	-2	5	-4	nt	nt	-5	2	nt
Clc1ccc(CNCCc2ccc3c(c2)OCO3)cc1	2	-2	7	-4	4	-1.0	-2	-2	1
CCOc1cc2c(cc1OCC)-n1cccc1C(c1ccc(OC)cc1)NC2 (configuration not stated)	5	-2	-6	11	-7	2.2	2	-2	4
COc1ccc(C2SCC(=O)Nc3c2c(C)nn3-c2ccccc2)cc1OC (configuration not stated)	0	-1	-2	-3	-4	-0.4	-3	11	1
O=C(Cc1ccc(N(CCCl)CCCl)cc1)NC(Cc1ccc(Cl)cc1)C(=O)O (configuration not stated)	0	-1	-1	7	-15	-0.3	-3	0	8
CCOP(=S)(OCC)SCC(=O)NC(C(=O)O)C(C)C (configuration not stated)	1	-7	-10	-2	-9	0.5	7	2	3
COc1ccc(-c2ccc3c(c2)CN(CC(C)C)Cc2cnnn2-3)cc1	-1	-3	3	-2	-4	nt	-4	8	5
CC(=O)OC1CC2(O)C3CCC4CC(O)CCC4(C)C3CCC2(C)C1C1=CC(=O)OC1 (configuration not stated)	1	4	8	-6	-7	-1.7	-12	0	1
COc1ccc(C2C(C(=O)N3CCC4(CC3)OCCO4)CC(=O)N2c2ccc(OC)cc2)cc1 (configuration not stated)	1	-1	-4	1	1	-0.4	-4	-5	3
NNP(=O)(CC(=O)c1ccccc1)c1ccccc1 (configuration not stated)	1	-3	-2	12	-16	-0.1	-2	4	13
CN(C)CCN(C(=O)COc1ccc(Cl)cc1)c1nc2cc3c(cc2s1)OCO3	0	-6	-1	4	-15	3.7	-1	-7	16
CCN(CC)Cc1c[nH]c2ccccc12	2	0	-1	-3	-31	1.8	12	6	6
CC(=O)OC[C@]12CCC(C)=C[C@H]1O[C@@H]1[C@H](O)[C@@H](OC(C)=O)[C@@]2(C)[C@]12CO2	1	2	1	-3	-4	0.7	-17	4	1
Continued:
SMILES	M4 ag	M5 ag	CHRM5 PAM	CHRM5 antagonist	CHRM1 antagonist	CRFBP-R2 agonist	M4 antag	M4 PAM	CHRM1 PAM
Cc1cc(OCC(=O)O)c2c3c(c(=O)oc2c1)CCCC3	1	-1	6	-4	-7	-1.2	-2	9	8
COc1ccc(CNC(=O)CCC(=O)N2C[C@H]3C[C@H](C2)c2cccc(=O)n2C3)cc1	0	3	1	5	-10	0.1	4	3	4
COc1ccc(Cn2c(O)c(C=Nc3c(C)n(C)n(-c4ccccc4)c3=O)c(=O)[nH]c2=O)cc1	6	-2	-10	1	-4	-3.0	-5	-13	1
CN(C)P1(N(C)C)=NC(C(F)(F)F)=NC(C(F)(F)F)=N1	0	-1	2	-3	-1	-0.1	-5	13	6
O=C(c1c[nH]c2ccc(S(=O)(=O)N3CCC4(CC3)OCCO4)cc2c1=O)N1CCC2(CC1)OCCO2	1	-1	-1	12	-3	-1.7	4	-1	4
Cc1ccc2c(c1)N(C(=O)CCC(=O)N1CCC3(CC1)OCCO3)CC(C)O2 (configuration not stated)	0	-1	-2	13	-3	0.1	7	0	4
O=c1[nH]c(=S)n(CCC2=CCCCC2)c(O)c1C=NCCCn1ccnc1	-1	-8	-19	10	30*	-1.1	29*	-19	-17
COc1ccccc1N1CCNCC1	1	-1	-18	12	1	-0.2	1	-13	-17
CC(C)(C)NC(=O)C1CC2CCCCC2CN1 (configuration not stated)	0	-4	-1	-3	-7	1.0	-10	2	7
CC(=NCc1cccnc1)c1c(O)n(C2CCCCC2)c(=O)[nH]c1=O	0	4	-1	-3	-14	0.2	5	12	13
CCC(=NCC1CCCO1)c1c(O)n(-c2ccc(OC)cc2)c(=O)[nH]c1=O (configuration not stated)	0	1	-3	6	-9	-2.5	0	13	5

Pulled by structure from the entries so far:
SMILES	M4 ag	M5 ag	CHRM5 PAM	CHRM5 antagonist	CHRM1 antagonist	CRFBP-R2 agonist	M4 antag	M4 PAM	CHRM1 PAM
CC(=NCc1cccnc1)c1c(O)n(C2CCCCC2)c(=O)[nH]c1=O	0	4	-1	-3	-14	0.2	5	12	13
CCC(=NCC1CCCO1)c1c(O)n(-c2ccc(OC)cc2)c(=O)[nH]c1=O (configuration not stated)	0	1	-3	6	-9	-2.5	0	13	5
COc1ccc(CNC(=O)CCC(=O)N2C[C@H]3C[C@H](C2)c2cccc(=O)n2C3)cc1	0	3	1	5	-10	0.1	4	3	4
Cc1cc(OCC(=O)O)c2c3c(c(=O)oc2c1)CCCC3	1	-1	6	-4	-7	-1.2	-2	9	8
